# APJ antagonist – antagonists of human APJ apelin receptor; P35414; CHO-K1 APJ beta-arrestin complementation, luminescence; inhibition, % at 20 µM; 330,000 tested, 0.32% active; AID 2521;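 active = inhibition above about 40% at 20 µM, limit read from the data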;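 also: cells challenged with 10 nM apelin-13 agonist together with compound; plate controls were apelin-13 plus DMSO wells for no effect and DMSO wells lacking apelin-13 for full effect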
# Target sequence (P35414 whole entry, looked up): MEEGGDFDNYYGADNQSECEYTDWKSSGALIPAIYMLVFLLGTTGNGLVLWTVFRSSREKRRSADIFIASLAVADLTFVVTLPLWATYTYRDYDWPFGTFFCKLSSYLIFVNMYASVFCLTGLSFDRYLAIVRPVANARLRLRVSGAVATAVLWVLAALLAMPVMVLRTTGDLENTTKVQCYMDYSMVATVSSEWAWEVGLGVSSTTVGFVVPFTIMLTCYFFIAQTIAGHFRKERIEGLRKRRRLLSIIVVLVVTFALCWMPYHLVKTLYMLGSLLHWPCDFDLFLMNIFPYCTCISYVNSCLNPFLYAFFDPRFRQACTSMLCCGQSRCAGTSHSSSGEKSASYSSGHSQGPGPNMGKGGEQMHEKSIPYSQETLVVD
# EBI2 block – blocks human EBI2 receptor beta-arrestin signaling. EBI2 beta-arrestin recruitment, luminescence, 7a,25-OHC stimulated. inhibition, % at 5 µM. 360,000 tested, 0.81% active. AID 651636; in the data active = inhibition above about 38%;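 also: enzyme fragment complementation signal reports receptor beta-arrestin coupling in cells; 0% = agonist plus DMSO wells and 100% = wells without agonist; some results beyond the cut were filed as inactive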
# CXCR6 block – inhibitors of human CXCR6 receptor; O00574; CHO-K1 PathHunter CXCR6 beta-arrestin, luminescence; inhibition, % at 20 µM; 360,000 tested, 0.36% active; AID 602244; in the data active = inhibition above about 34%, passing the limit was not always enough;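 also: antagonist mode with CXCL16 agonist at 10 nM final; 0% = 10 nM CXCL16 with DMSO and 100% = unstimulated wells without agonist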
# Target sequence (O00574 whole entry, looked up): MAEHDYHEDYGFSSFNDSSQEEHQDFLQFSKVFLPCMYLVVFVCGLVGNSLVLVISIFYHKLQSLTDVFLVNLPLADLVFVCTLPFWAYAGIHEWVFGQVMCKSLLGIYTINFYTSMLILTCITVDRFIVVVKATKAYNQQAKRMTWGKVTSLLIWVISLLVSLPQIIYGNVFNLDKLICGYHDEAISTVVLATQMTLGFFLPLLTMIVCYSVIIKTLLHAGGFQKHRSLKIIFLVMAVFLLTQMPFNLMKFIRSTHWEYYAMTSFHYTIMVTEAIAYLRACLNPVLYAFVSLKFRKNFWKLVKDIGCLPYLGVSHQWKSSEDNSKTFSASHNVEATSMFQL
# CCR6 antagonist – antagonists of human CCR6 receptor | inhibition, % at 20 µM | P51684 | 340,000 tested, 0.49% active | CHO-K1 CCR6 PathHunter beta-arrestin, luminescence, CCL20-stimulated;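 active = compounds whose inhibition of the agonist-driven luminescence signal at 20 µM reaches about 50%, limit read from the data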;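 also: cells stimulated with CCL20 at 14 nM final; plate controls were DMSO with CCL20 for no effect and DMSO without agonist for full effect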
# Gli-Sufu antag – Gli-Sufu pathway antagonism | Sufu-KO-LIGHT fibroblasts, Gli luciferase reporter luminescence | inhibition, % at 5 µM | 340,000 tested, 0.74% active | AID 588413;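 active = inhibition above about 55%, limit read from the data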;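 also: 0% = DMSO-treated cells and 100% = wells with medium but no cells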
# Jurkat NFkB inh – lowers PMA/ionomycin-induced NF-kB signal in Jurkat cells; 330,000 tested, 0.53% active; inhibition, % at 4 µM; AID 435003; PMA/ionomycin-induced NF-kB luciferase reporter, luminescence; in the data active = inhibition above about 50%
# UBC13 polyUb – blocks human UBC13 polyubiquitin chain formation | P61088 | inhibition, % at 20 µM | 330,000 tested, 0.47% active | AID 485273 | TR-FRET; in the data active = inhibition above about 45%, passing the limit was not always enough
# Target sequence (P61088 whole entry, looked up): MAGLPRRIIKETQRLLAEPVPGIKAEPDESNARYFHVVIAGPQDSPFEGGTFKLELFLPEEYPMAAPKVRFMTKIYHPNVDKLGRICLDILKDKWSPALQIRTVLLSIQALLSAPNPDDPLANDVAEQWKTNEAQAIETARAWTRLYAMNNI
# 697 NFkB inh – inhibitors of the PMA/ionomycin-induced NF-kB reporter in 697 B cells; 330,000 tested, 0.33% active; inhibition, % at 4 µM; 697 B-cell NF-kB luciferase reporter, 16 h; in the data active = inhibition above about 35%
# * = called active by the depositor; . = no result given.
SMILES,APJ antagonist,EBI2 block,CXCR6 block,CCR6 antagonist,Gli-Sufu antag,Jurkat NFkB inh,UBC13 polyUb,697 NFkB inh
CCOC(=O)Cc1csc(NS(=O)(=O)c2cccc([N+](=O)[O-])c2)n1,20,-6,-3,0,4,3,6,17
COc1cc(/C=C2/C(C)=C(C#N)c3nc(N)c(C#N)c(C)c32)ccc1OCC(=O)O,-20,.,.,7,-6,-24,-10,9
CN1CCN(CC(=O)NN2CC(=O)N(c3ccc(F)cc3)CC2=O)CC1,-5,0,1,14,-1,7,5,10
Cc1ccc(NS(=O)(=O)c2ccc(NC(=O)c3cccs3)cc2)c(C)c1,-5,-14,-10,-1,5,7,8,-10
CCOc1ccc(S(=O)(=O)NC(Cc2cnc[nH]2)C(=O)O)cc1 (stereo unspecified),6,0,-1,5,35,-1,0,18
O=c1c2cc(NC(=S)N3CCCCC3)ccc2nc2n1CCCCC2,-5,-6,-14,0,-1,-8,-6,10
COc1ccc(CNc2ncccc2[N+](=O)[O-])cc1,-2,-3,10,4,-64,-37,-3,-26
CCOc1ccc(N2CC(C(=O)NCc3ccccn3)CC2=O)cc1 (stereo unspecified),-8,16,-4,10,10,8,1,3
c1coc(-c2nnc3n2C2(CCCC2)Cc2ccccc2-3)c1,28,-4,15,18,-9,5,6,-2
O=C(Nc1cccc2ccccc12)c1cc2c(cc1Br)OCO2,20,-9,7,19,-8,-11,4,7
CCc1c(C)sc2nc(SCC(=O)Nc3cc(C)on3)n(CCOC)c(=O)c12,20,0,2,14,2,2,4,-6
Cc1cc(/C=C(\C#N)c2nc3ccccc3[nH]2)c(C)n1C,12,22,4,9,-80,12,-11,-1
CC1=N/C(=C\c2ccc([N+](=O)[O-])cc2)C(=O)N1c1cc(Cl)ccc1C,-70,3,1,-4,4,4,-7,-13
Cc1cc([N+](=O)[O-])nn1CC(=O)N/N=C/c1ccc(O)cc1O,5,-13,-2,15,-1,26,-14,12
O=C1CN(S(=O)(=O)c2cc(C(F)(F)F)ccc2Cl)CCN1,11,4,-3,-6,-5,-7,0,-10
O=C(/C=C/c1cccc(F)c1)N1CCc2ccccc21,-15,14,-4,19,-130,-197,6,-245
Nc1c(-c2cccc(Cl)c2)cnc2c(-c3ccccc3)cnn12,-2,20,-5,1,-61,-143,3,-211
CC(C)(C)c1cc(N)n2nc(C(C)(C)C)cc2n1,3,-6,2,10,0,7,8,-15
CC(C)C(c1nnnn1Cc1ccc(F)cc1)N1CCN(C2CCCC2)CC1 (stereo unspecified),6,6,2,20,12,7,1,-1
COc1ccc(/C=C(\C#N)C(=O)OCC(=O)NCc2ccccc2Cl)cc1,-4,-4,-6,0,-7,-3,-3,8
CS(=O)(=O)N(CC(=O)N1CCCCCC1)c1cc(Cl)ccc1Cl,5,3,-6,-2,12,12,-9,-10
CC(C)(C)CN1CCNC[C@H]1Cc1cccc2ccccc12,9,-5,-7,1,12,4,47*,21
CN1C(=O)[C@@H]2[C@@H]3C[C@@H]([C@H]4ON=C(c5ccc(Cl)cc5)[C@@H]34)[C@@H]2C1=O,-5,0,-7,-8,2,6,-7,13
O=C(NN1C(=O)C2C3C=CC(C3)C2C1=O)c1ccco1 (stereo unspecified),2,-9,-9,4,-20,2,11,7
Cc1ccc(CN2CCN(Cc3ccccn3)CC2CCO)cc1 (stereo unspecified),17,1,2,-2,10,-14,1,-2

# 15 structures from above, arranged by molecular weight, low to high.
SMILES,APJ antagonist,EBI2 block,CXCR6 block,CCR6 antagonist,Gli-Sufu antag,Jurkat NFkB inh,UBC13 polyUb,697 NFkB inh
COc1ccc(CNc2ncccc2[N+](=O)[O-])cc1,-2,-3,10,4,-64,-37,-3,-26
O=C(/C=C/c1cccc(F)c1)N1CCc2ccccc21,-15,14,-4,19,-130,-197,6,-245
O=C(NN1C(=O)C2C3C=CC(C3)C2C1=O)c1ccco1 (stereo unspecified),2,-9,-9,4,-20,2,11,7
c1coc(-c2nnc3n2C2(CCCC2)Cc2ccccc2-3)c1,28,-4,15,18,-9,5,6,-2
CC(C)(C)CN1CCNC[C@H]1Cc1cccc2ccccc12,9,-5,-7,1,12,4,47*,21
Cc1cc([N+](=O)[O-])nn1CC(=O)N/N=C/c1ccc(O)cc1O,5,-13,-2,15,-1,26,-14,12
CN1C(=O)[C@@H]2[C@@H]3C[C@@H]([C@H]4ON=C(c5ccc(Cl)cc5)[C@@H]34)[C@@H]2C1=O,-5,0,-7,-8,2,6,-7,13
O=C1CN(S(=O)(=O)c2cc(C(F)(F)F)ccc2Cl)CCN1,11,4,-3,-6,-5,-7,0,-10
CC1=N/C(=C\c2ccc([N+](=O)[O-])cc2)C(=O)N1c1cc(Cl)ccc1C,-70,3,1,-4,4,4,-7,-13
CCOC(=O)Cc1csc(NS(=O)(=O)c2cccc([N+](=O)[O-])c2)n1,20,-6,-3,0,4,3,6,17
CS(=O)(=O)N(CC(=O)N1CCCCCC1)c1cc(Cl)ccc1Cl,5,3,-6,-2,12,12,-9,-10
COc1ccc(/C=C(\C#N)C(=O)OCC(=O)NCc2ccccc2Cl)cc1,-4,-4,-6,0,-7,-3,-3,8
Cc1ccc(NS(=O)(=O)c2ccc(NC(=O)c3cccs3)cc2)c(C)c1,-5,-14,-10,-1,5,7,8,-10
COc1cc(/C=C2/C(C)=C(C#N)c3nc(N)c(C#N)c(C)c32)ccc1OCC(=O)O,-20,.,.,7,-6,-24,-10,9
CCc1c(C)sc2nc(SCC(=O)Nc3cc(C)on3)n(CCOC)c(=O)c12,20,0,2,14,2,2,4,-6

# More records
SMILES,APJ antagonist,EBI2 block,CXCR6 block,CCR6 antagonist,Gli-Sufu antag,Jurkat NFkB inh,UBC13 polyUb,697 NFkB inh
Cc1ccc(/C=N\NC(=O)c2cc([N+](=O)[O-])cc([N+](=O)[O-])c2)o1,-59,3,1,-9,-6,4,-22,-22
COc1ccc(C(CNC(=O)c2cccc(S(=O)(=O)N3CCOCC3)c2)N2CCCC2)cc1 (stereo unspecified),-3,-18,-2,15,3,-15,-12,1
COc1cc2c(cc1OC)C(C(=O)Nc1ccccc1N1CCN(C)CC1)C1c3ccccc3CCN1C2=O (stereo unspecified),20,-4,1,4,56*,7,-8,13
COc1ccc(Br)cc1S(=O)(=O)N1CC(C)OC(C)C1 (stereo unspecified),11,-1,-5,2,6,19,3,0
O=C(Nc1ccc(CCC(=O)N2CCCC2)cc1)c1ncn[nH]1,21,-8,3,-7,-4,9,-1,20
Cc1ccc(NC(=O)CCNC(=O)c2ccc([N+](=O)[O-])cc2)cc1S(=O)(=O)N(C)C,-57,-6,-14,4,9,0,-2,6
CCc1cc2c3c(c1)C(C)CC(C)(C)N3C(=O)C2=O (stereo unspecified),1,-18,-2,10,1,2,-17,23
COc1cccc(-c2nnc3sc(-c4ccccn4)nn23)c1,-13,4,4,10,-17,-22,5,-32
C/C(=N\NC(=O)CN1CCN(c2ccc(F)cc2)CC1)c1ccco1,2,-4,-2,15,7,0,-10,-4
Cc1ccc(-c2nc3ccccc3s2)cc1NC(=O)c1ccc2c(c1)OCO2,-16,10,12,8,-9,-5,11,-24
COc1cc(OC)cc(-c2c(C#Cc3ccsc3)c3cc(-c4ccc5c(c4)OCO5)ccc3n2C)c1,-2,-5,-6,11,-8,-3,10,7
CC1=CC(C)(C)n2c(O)c(N=NC(N)=S)c3cccc1c32,20,-14,4,1,24,-7,76*,29
O=[N+]([O-])c1cc(S(=O)(=O)N2CCOCC2)ccc1OCc1cccc(Cl)c1,0,8,-1,27,6,-27,-2,-7
COC(=O)c1ccc(CNC(=O)C2CCC(=O)N(CCc3ccccc3)C2)cc1 (stereo unspecified),-5,1,-1,-4,2,7,6,-13
COc1ccc(NC(=O)COC(=O)c2ccc(OCc3c(C)noc3C)cc2)cc1OC,5,4,-2,2,1,-11,-19,-30
Cc1cc(=O)oc2cc(OCC(=O)OCC(=O)N(CCC#N)c3ccccc3)ccc12,16,-1,-8,-4,12,5,2,23
COCCCNc1ncnc2c1nc1n2CCCC1,8,-24,-7,5,32,-14,-7,-7
COc1ccc(CNC(=O)N2CCN(c3cccc(Cl)c3)CC2)cc1OC,-21,0,1,11,12,12,-5,-2
COCCSc1nnc(NC(=O)C2CC(=O)N(c3ccc(C)cc3)C2)s1 (stereo unspecified),20,-12,8,-1,0,4,2,-7
O=C(Nc1nnc(/N=C/c2ccco2)s1)c1ccc(F)cc1,2,-5,6,4,-25,-5,9,-9
COC(=O)c1ccc(N(CC(=O)NC2CCCC2)C(=O)CNC(=O)c2cccs2)cc1,5,4,10,-13,17,2,-8,10
COc1cccc(C(=O)Nc2nnc(Cc3ccc(OC)c(OC)c3)s2)c1,-6,-5,-7,2,-2,-13,-4,-1
O=C(COC(=O)c1ccc(F)cc1F)NC(=O)Nc1ccc2c(c1)OCCO2,-15,-14,0,9,-10,-19,-11,-14
COc1cc(/C=N/NC(=O)COc2ccccc2C)ccc1OC(=O)c1cccs1,16,-9,0,21,12,18,-8,11
Cc1cc(N2CCOCC2)n2nc(C)c(-c3ccccc3Cl)c2n1,1,6,-1,8,-6,-5,4,-27
# Carrying on.
SMILES,APJ antagonist,EBI2 block,CXCR6 block,CCR6 antagonist,Gli-Sufu antag,Jurkat NFkB inh,UBC13 polyUb,697 NFkB inh
CCC1(c2ccc(F)cc2)NC(=O)N(CC(=O)N2c3ccccc3NC(=O)CC2C)C1=O (stereo unspecified),-6,-1,-1,-8,-7,-8,1,-7
Cc1ccc(C(=O)CCC(=O)N2CCN(c3ccccc3O)CC2)cc1,-69,0,12,1,-6,-39,-6,-39
CCN(CC)C(=O)C1=C(C)NC(=S)NC1c1ccc(C)s1 (stereo unspecified),-5,-2,2,-7,-9,-2,-2,2
CN(C)C(=O)CN(c1ccc(F)c(Cl)c1)S(C)(=O)=O,15,-11,3,-17,4,-8,2,3
COc1cc(C)c(C#N)c(OC)n1,8,1,1,-8,-1,3,3,-1
C/C(CC(C)(C)c1ccccc1)=N\NS(=O)(=O)c1ccccc1,0,11,-4,16,-5,-8,-1,-5
CC(C)(C)C(=O)COC(=O)c1cc2ccccc2cc1O,-10,-4,-13,0,5,-13,-9,-18
CCCOc1ccc(-c2nn(-c3ccccc3)cc2/C=C2\SC(N)=NC2=O)cc1,6,3,0,6,4,3,0,17
Cc1ccc(C)n1-c1nn(S(=O)(=O)c2ccccc2)c2cccc(F)c12,-17,22,5,5,6,2,-1,10
Cc1cc(Cl)ccc1NC(=O)CCCN1C(=O)CCC1=O,6,-2,-12,-10,-3,2,2,8
CN(Cc1c(C(=O)N/N=C/c2cccs2)nnn1-c1nonc1N)c1ccccc1,-28,-9,-6,0,-11,-4,-14,-29
Cc1ccccc1/C=N/NC(=O)CSc1nc2ccccc2o1,-8,-9,0,-4,-8,-34,23,-4
Cc1ccc(-c2[nH]ncc2/C=N/n2c(COc3ccccc3C)nc3ccccc3c2=O)cc1,-14,-11,-21,-8,-3,4,-4,14
COc1cccc(-c2cc3nc(-c4ccccc4)cc(N4CCCC(O)C4)n3n2)c1 (stereo unspecified),-7,47*,-4,1,7,-14,22,2
O=C(C1CC1)N1CCc2cc(Br)cc(S(=O)(=O)NCc3ccccn3)c21,-36,0,3,19,2,-7,-4,-17
COc1cc(C(=O)OCC(C)=O)ccc1OCc1c(C)noc1C,.,-3,3,4,-1,.,.,.
O=C(CC(CC(=O)c1ccccc1)c1ccncc1)c1ccccc1,.,4,7,15,2,.,.,.
O=C(NCC(c1cccs1)N1CCOCC1)c1ccc(Br)o1 (stereo unspecified),17,-2,6,9,-1,35,7,10
Cc1ccc(NC(=O)CSCc2cc(=O)n3ccsc3n2)c(C)c1,-15,5,-3,13,-3,-8,-4,11
